Screening results (PubChem)
HSF1 inh: HSF1 inhibition. NIH3T3-HGL HSE-luciferase, MG132-induced, luminescence 8 h; hits give low values. activity change, negative = inhibition, % at 7.5 µM (by protocol). 0.77% of 300,000 active. AID 2098;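 active = more than half of replicate wells show activity change below -50%, luminescence cut by over half; inconclusive = some wells, but at most half, below -50%; inactive = no replicate well below -50%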;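 also: luciferase reports HSF-1 transcriptional activity via heat shock element; 0% = median of DMSO wells and -100% = zero luminescence signal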
IEC-6 tox: kills IEC-6 intestinal cells in KLF5 counter-screen. IEC-6 cytotoxicity, luminescence viability. 0.78% of 290,000 active. inhibition, % at 5 µM. AID 1825; in the data active = inhibition above about 22%;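 also: 0% = plate median of test compound wells and 100% = cytotoxic reference compound wells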
HSF1 activator: increases HSF-1 driven luciferase reporter signal. NIH3T3-HGL HSF-1 luciferase reporter, MG132, 8 h; 100% = twice DMSO control signal. activation, % at 9 µM. 1.7% of 300,000 active. AID 504408;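 active = mean replicate activation of at least 50% with a set share of replicates each reaching 50%; inconclusive = only one of those two conditions met; inactive = mean below 50% and too few replicates reaching it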;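 also: 0% = median of the neutral control wells and 100% = twice that signal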
KLF5 inh: inhibitors of KLF5 expression; DLD-1 KLF5 promoter-luciferase reporter, luminescence; inhibition, % at 5 µM; 0.23% of 290,000 active;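 active = inhibition above a per-plate limit of that plate's mean compound inhibition plus 3 SD, cut at about 60% in these data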;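 also: 0% = DMSO wells and 100% = LY294002 at 200 µM; higher means less KLF5 promoter-driven luciferase light; inactives centre near -14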
HIF act: HIF pathway transcriptional activation; activation, % at 7.5 µM (by protocol); 0.32% of 300,000 active; U2OS HRE-luciferase reporter, luminescence; normalized: DMSO 0%, desferrioxamine 100%;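 active = mean activation of at least 10% of the iron chelator positive control signal, with at least half of replicates also reaching 10%; inconclusive = mean and replicate majority disagree about reaching 10%; inactive = mean and most replicates under 10%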
aSyn UTR inh: MLPCN primary screen, SNCA 5' untranslated region; inhibition, % (tested at 7.5 µM); AID 1813; 0.82% of 300,000 active; alpha-synuclein 5'UTR reporter, inhibitor activity; in the data active = inhibition above about 60%; inconclusive = no clear call, values can overlap the other calls;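 also: H4 neuroglioblastoma cells stably carrying SNCA 5'UTR luciferase fusion; 0% = DMSO wells and 100% = positive control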
GSK3A inh: human GSK-3 alpha kinase inhibition; P49840; 0.1% of 320,000 active; ADP-Glo luminescence, 60 min; inhibition, % at 10 µM;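 in the data active = inhibition above about 50%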;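 also: GST-tagged GSK-3 alpha with peptide substrate and 25 µM ATP; 0% = DMSO neutral wells and 100% = GW8510 positive control wells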
Target sequence (P49840 whole entry, looked up): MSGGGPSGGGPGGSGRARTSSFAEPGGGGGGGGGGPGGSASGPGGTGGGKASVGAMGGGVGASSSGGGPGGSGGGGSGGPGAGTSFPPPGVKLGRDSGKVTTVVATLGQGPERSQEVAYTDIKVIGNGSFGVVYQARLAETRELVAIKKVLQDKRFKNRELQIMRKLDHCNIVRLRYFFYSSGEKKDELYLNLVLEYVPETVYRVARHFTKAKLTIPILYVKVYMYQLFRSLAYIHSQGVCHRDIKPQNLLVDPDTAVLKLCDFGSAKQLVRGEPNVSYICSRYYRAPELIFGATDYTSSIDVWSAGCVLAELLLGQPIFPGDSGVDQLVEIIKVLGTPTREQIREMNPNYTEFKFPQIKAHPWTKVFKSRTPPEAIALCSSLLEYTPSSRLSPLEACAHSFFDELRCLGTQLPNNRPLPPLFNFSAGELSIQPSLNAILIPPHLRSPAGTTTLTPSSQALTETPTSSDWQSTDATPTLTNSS
AI-2 QS mod: modulators of Vibrio harveyi AI-2 quorum sensing system | Vibrio harveyi JMH597 AI-2 luminescence/OD600 ratio, 9 h; hits give low values; strain lacks LuxN and CqsS sensors; 0 = neutral-control median | activity change, % at 7.5 µM | 0.4% of 300,000 active; in the data active = activity change below about -75%, passing the limit was not always enough; inconclusive = no clear call, values can overlap the other calls;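 also: luminescence divided by OD600 gain over 9 h not by final OD600 alone; inactives centre near 13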
HSP90 inh: HSP90 refolding inhibition in rabbit reticulocyte lysate. luciferase refolding luminescence, 3 h. inhibition, % at 5.6 µM. 0.91% of 290,000 active. AID 1789;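 active = inhibition above the screen-wide mean plus 3 SD, computed separately per campaign, cut at about 16% in these data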;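 also: 0% = DMSO wells and 100% = 60 µM geldanamycin wells; inhibitors lower the luminescence because luciferase stays unfolded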
GSK3beta inhib: human GSK3beta kinase inhibition | activity score (negative = inhibition), % at 10 µM | GST-GSK3beta kinase, ADP-Glo luminescence, 60 min; hits give low values | 0.038% of 300,000 active | P49841;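 active = more than half of replicate wells score below -50%, meaning over 50% inhibition versus plate controls; inconclusive = some replicates but at most half score below -50%; inactive = no replicate scores below -50%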;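 also: 0% = median DMSO wells and -100% = median GW8510 positive control wells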
Target sequence (P49841 whole entry, looked up): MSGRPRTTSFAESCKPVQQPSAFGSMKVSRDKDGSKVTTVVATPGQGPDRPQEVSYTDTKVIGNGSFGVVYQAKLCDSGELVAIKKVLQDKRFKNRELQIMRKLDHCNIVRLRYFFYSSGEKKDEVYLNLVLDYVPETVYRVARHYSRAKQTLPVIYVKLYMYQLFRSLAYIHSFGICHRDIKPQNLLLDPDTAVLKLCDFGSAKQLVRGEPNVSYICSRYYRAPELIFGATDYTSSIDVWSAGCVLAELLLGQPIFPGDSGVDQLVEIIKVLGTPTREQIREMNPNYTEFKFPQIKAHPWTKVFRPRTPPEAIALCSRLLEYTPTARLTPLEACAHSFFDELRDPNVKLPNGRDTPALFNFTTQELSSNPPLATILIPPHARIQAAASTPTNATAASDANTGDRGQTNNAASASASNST
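test system = GST-tagged human GSK3beta kinase, cell-free | reagent = 25 µM ATP with peptide substrate | dosing = one dose of 10 µM per compound | schedule = 60 min reaction, RT | detection = luminescent ADP-Glo measurement of ADP formed | control set = DMSO neutral wells and GW8510 at 20 µM as positive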
Active calls of the source: *; ? = inconclusive; . = not tested or not shown.

mol	IEC-6 tox	HIF act	AI-2 QS mod	HSF1 activator	KLF5 inh	HSP90 inh	HSF1 inh	GSK3A inh	aSyn UTR inh	GSK3beta inhib
COCCN1C(=O)N[C@@H](c2cccc(C(F)(F)F)c2)[C@H](C(=O)OC)[C@H]1C	.	-0.4	-3	-10	.	.	-2	5	-27	0
CCCCn1c(SCC(=O)c2ccc(OC)cc2OC)nc2cc(S(N)(=O)=O)ccc21	-6	-0.1	23	4	4	4	0	-1	22	-5
CC(=O)NC(CC(=O)Nc1cccc(S(=O)(=O)N2CCCC2)c1)c1ccccc1 (stereo unspecified)	-7	-0.3	3	-3	-18	-8	-2	2	8	3
C/C(=N\NC(=O)c1ccccc1)c1ccc(N2CCOCC2)cc1	0	3.4	8	-19	-73	0	4	-6	-52	-3
O=C(Cc1ccc(Cl)cc1)N/N=C1\CCCc2ccccc21	-2	1.0	13	37	5	-1	12	-2	12	0
COc1ccc(N2CSC3=C(C#N)C(c4cccs4)CC(=O)N3C2)cc1 (stereo unspecified)	-11	3.3	13	-11	8	-1	-6	91*	-42	-50
COc1ccc(-n2cnnc2SCC(=O)Nc2ccccc2F)cc1	-3	0.0	16	-3	-37	-2	-4	-1	2	-1
CCOC(=O)N1CCN(S(=O)(=O)c2ccc(OC)c(C(=O)N3CCCCC3)c2)CC1	-3	-0.6	2	2	-10	3	3	0	11	-2
CC1(C)CC(NCc2ccncc2)CC(C)(C)N1	12	-0.4	3	4	-3	-3	6	-2	0	1
COc1ccccc1N(C(=O)c1snc(C(N)=O)c1N)C(C(=O)NC1CCCC1)c1ccc2ncccc2c1 (stereo unspecified)	5	-1.2	.	-3	-10	4	-3	0	7	.
CCOC(=O)c1c(C2COc3ccccc3O2)csc1NC(=O)c1ccccc1 (stereo unspecified)	-2	0.4	18	13	-35	1	0	-5	15	-1
O=C1NC(=S)N/C1=C/c1cccn1-c1ccc([N+](=O)[O-])cc1	-7	-0.3	33	3	-12	-1	-1	1	39	3
CCOC(=O)N1CCC(NC(=O)c2cc(C(=O)NCC(OC)OC)ccc2CO)CC1	2	0.1	7	5	-39	2	4	-2	5	2
O=C1C2C3CCC(C3)C2C(=O)N1c1ccc2ccccc2c1 (stereo unspecified)	0	-0.8	7	16	-46	-1	4	-1	-13	-1
COc1ccc(/C=N/NC(=O)c2ccc(=O)n(C)c2)cc1OC	-4	-0.2	19	7	-9	4	6	1	-16	-3

Further entries
mol	IEC-6 tox	HIF act	AI-2 QS mod	HSF1 activator	KLF5 inh	HSP90 inh	HSF1 inh	GSK3A inh	aSyn UTR inh	GSK3beta inhib
COc1cccc(Cn2c(=O)c3[nH]cnc3n(-c3ccccc3C)c2=O)c1	-1	-0.3	.	-6	8	1	-8	0	31	-2
COc1ccc(CN2CCN(CCCCOc3ccc(Cl)cc3)CC2)c(OC)c1OC	-2	0.2	12	7	4	1	-2	-3	7	2
CCOC(=O)c1ccccc1NC(=O)N1CCn2c(C)ccc2C1CC (stereo unspecified)	5	-1.3	14	9	-47	2	6	-3	-7	2
COc1ccc(NC(=O)C(=O)NCCC2CCCCN2S(=O)(=O)c2ccc(F)cc2)cc1 (stereo unspecified)	.	3.3	26	-1	.	.	-2	.	-44	5
CC1=NN(C(N)=S)C(=O)C1N=Nc1ccccc1C(=O)O (stereo unspecified)	0	-1.1	21	-7	-17	4	-5	-3	-6	-1
CCOC(=O)N1CCN(C(=O)C2CC(c3ccc(F)cc3)=NO2)CC1 (stereo unspecified)	-4	0.2	25	-30	-33	1	-14	-1	-13	-4
NC(=O)C1CCN(C(=O)CN(c2cccc(Cl)c2)S(=O)(=O)c2ccccc2)CC1	2	-0.1	0	-23	-7	-1	-6	5	9	2
Cc1cccc(NC(=O)c2cc(S(=O)(=O)NCc3ccco3)ccc2F)c1C	0	-0.2	21	9	-19	3	0	.	6	-10
CN(C)S(=O)(=O)c1ccc(NC(=O)CSc2n[nH]c(=O)n2C2CC2)cc1	-3	0.5	13	-1	0	-3	0	-1	-4	-2
Cc1csc(=O)n1CCC(=O)OCC(=O)N(CC(C)C)c1c(N)n(Cc2ccccc2)c(=O)[nH]c1=O	9	-0.8	13	16	-27	-3	-6	-3	11	13
Cc1ccc(Nc2c3c(nc4ccccc24)CCC3)cc1	8	97*	2	-19	-13	2	-8	1	21	-6
CCC(=O)c1c[nH]c(C(=O)NCc2cccnc2)c1	0	1.0	27	17	5	1	2	1	4	0
COc1ccc(Nc2nc(N)nc(CSc3n[nH]c(-c4ccccc4)n3)n2)cc1	-3	1.4	27	-14	-4	-2	-8	1	0	-3
C=CCN1C(=O)C(O)(CC(=O)c2ccc(OC)cc2OC)c2cc(Br)ccc21 (stereo unspecified)	1	-0.1	13	5	-23	0	0	0	7	0
CCOC(=O)CC(NC(=O)C1c2ccccc2Oc2ccccc21)c1ccc(C)cc1 (stereo unspecified)	2	0.3	35	-8	-25	-3	9	.	4	5

Later entries
mol	IEC-6 tox	HIF act	AI-2 QS mod	HSF1 activator	KLF5 inh	HSP90 inh	HSF1 inh	GSK3A inh	aSyn UTR inh	GSK3beta inhib
CC(CCc1ccccc1)NC(=O)N1CCOCC1 (stereo unspecified)	2	0.7	1	0	-17	1	-3	0	-1	2
CC(NC(=O)c1ccco1)C(=O)NC(C)c1cc(F)c(Cl)cc1Cl (stereo unspecified)	-1	0.0	20	30	-3	-6	2	0	28	2
O=c1c2ccccc2nc(-c2ccc(Cl)cc2Cl)n1CCCn1ccnc1	-5	-0.6	5	14	6	-1	0	-3	-27	1
COc1cccc(C2=NOC(C(=O)NCc3ccco3)C2)c1 (stereo unspecified)	3	1.5	22	19	-31	2	10	-2	-21	1
N#Cc1ccc(OCC(=O)OCC(=O)Nc2cc(C(F)(F)F)ccc2N2CCOCC2)cc1	-6	-0.3	41	-6	-22	1	-8	-1	-15	0
CCOC(=O)C1CCCN(C(=O)C(=O)Nc2ccc3nc4n(c(=O)c3c2)CCCCC4)C1 (stereo unspecified)	9	-0.4	11	-19	8	-2	-14	-1	-2	2
Cc1ccc(CS(=O)Cc2ccc(C(=O)N3CCN(c4ccccn4)CC3)o2)cc1 (stereo unspecified)	-1	0.1	-2	-6	-25	-3	-4	3	-5	2
O=C1CC(N2CCc3ccccc32)C(=O)N1c1ccc(F)cc1 (stereo unspecified)	-4	0.3	11	-8	6	-3	3	1	-20	2
CCSc1ncc(Cl)c(C(=O)Nc2ccccc2Cl)n1	7	1.1	5	-1	2	-1	7	7	-14	5
Cc1c(C(=O)/C=C/c2cccs2)oc2ccc(F)cc12	7	3.6	-3	106*	-8	7	38	-4	-202	1
CCCCN(C(=O)c1cccc(-n2cccc2)c1)c1c(N)n(Cc2ccccc2)c(=O)[nH]c1=O	.	-9.8	19	-2	.	.	3	1	3	0
CC(=O)N1CCc2cc(S(=O)(=O)NCCC(=O)N3CCN(Cc4ccccc4)CC3)ccc21	4	.	.	.	12	1	.	-1	.	.
c1ccc(Cn2nnc3c(N4CCc5ccccc5C4)ncnc32)cc1	-4	-0.3	3	5	-24	-2	2	-4	14	14
C=CCNc1nc(N)c([N+](=O)[O-])c(Nc2ccccc2OC)n1	-4	-0.7	22	-4	-5	-1	-8	22	?	-12
Cc1ccc(-c2csc(=S)[nH]2)cc1	-3	2.2	-31	-9	-56	2	5	-1	-113	-1

Continued.
mol	IEC-6 tox	HIF act	AI-2 QS mod	HSF1 activator	KLF5 inh	HSP90 inh	HSF1 inh	GSK3A inh	aSyn UTR inh	GSK3beta inhib
Cc1ccc(O)c(CNCCNCc2cc(C)ccc2O)c1	.	0.1	13	-1	.	.	-3	1	28	-1
COc1ccc(OCc2cc(C(=O)NC(C)Cc3cccnc3)no2)c(Cl)c1 (stereo unspecified)	1	1.8	11	1	-28	-8	11	0	-12	0
CCOC(=O)CSc1nnc(-c2ccco2)n1C	-1	-0.6	16	-2	-11	3	-3	-1	-4	-1
COc1cc2c3nnc(-c4ccc(F)cc4)c-3cn(Cc3cccc(C)c3)c2cc1OC	1	0.2	32	4	-2	1	5	-1	16	0
O=C(CSc1nnc(COc2ccc(F)cc2)o1)N1c2ccccc2CCc2ccccc21	0	-0.4	19	17	-13	3	6	1	13	-3
O=C1SC(SCc2ccccc2)=N/C1=C\c1ccco1	-6	0.4	23	26	-44	0	13	-4	-15	5
CCN(CCCNC(=O)CCCOc1cc(=O)n(C)c2ccccc12)Cc1ccccc1	10	0.5	12	31	-31	2	-1	.	-10	-2
COc1cc(C(=O)Nc2cc(C(F)(F)F)ccc2-n2cncn2)cc(OC)c1OC	2	-0.2	27	2	-10	5	-6	.	11	2
COc1ccc(NC(=O)C23CCC(C2)C(C)(C)C3=O)cc1 (stereo unspecified)	-3	0.0	31	11	-9	1	2	-1	-16	1
N/C(=N\S(=O)(=O)c1cc(C(F)(F)F)cc(C(F)(F)F)c1)c1ccccc1	3	-0.9	20	-8	-30	3	-8	0	18	-1
O=C(Nc1cccc(Cl)c1)c1cc(F)cc2c1OCOC2	4	0.6	16	4	-7	-2	5	1	-39	0
Cc1ccc(N(C(=O)c2csnn2)C(C(=O)NC2CCCCC2)c2cccnc2)cc1 (stereo unspecified)	5	0.2	14	17	-6	-1	-2	0	-5	1
NS(=O)(=O)c1cccc(NC(=O)CC2(CC(=O)O)CCCC2)c1	0	-0.1	29	0	-18	1	-3	-3	0	-3
Cc1ccc2c(c1)nnn2C1CCN(S(=O)(=O)c2cccc(S(=O)(=O)N(C)C)c2)CC1	2	-0.4	37	48	-9	5	13	-3	11	-3
COc1cc(/C=C/C(=O)O)cc(S(=O)(=O)Nc2cccc(SC)c2)c1OC	-1	-0.1	15	19	-7	-5	5	0	18	-23

(cont.)
mol	IEC-6 tox	HIF act	AI-2 QS mod	HSF1 activator	KLF5 inh	HSP90 inh	HSF1 inh	GSK3A inh	aSyn UTR inh	GSK3beta inhib
CN1CCN(C(=O)c2cc3ccccc3[nH]2)CC1	-4	-0.1	15	-10	-37	-3	-1	-2	10	1
COc1cccc(NC(=O)C2C3C=CC(O3)C2C(=O)O)c1 (stereo unspecified)	0	2.9	-4	-3	-25	10	-6	-2	-12	-1
Cc1cc(Cl)c(OCCn2ccnc2)c(Br)c1	6	0.8	38	-10	-29	-2	-6	-1	7	0
N#Cc1ccccc1OCC(=O)OCCCOC(=O)COc1ccccc1C#N	3	-0.2	27	-9	1	-5	5	-5	7	-1
Cc1ccc(NC(=O)C2CCN(S(=O)(=O)c3cccs3)CC2)c(O)c1	-1	0.2	-12	3	-13	-2	1	0	4	-6
COc1ccc(/C=N/NC(=O)c2nnn(-c3nonc3N)c2CN(C)C2CCCCC2)cc1	-1	-0.3	-14	-2	-20	-1	2	-15	15	-2
COc1ccc(NC(=O)N(CCCN(C)C)Cc2cc3cc(OC)ccc3[nH]c2=O)cc1	-2	-0.6	11	-1	0	-2	-2	1	-38	1
